Bioassay records: PubChem BioAssay, NCI
All columns: NCI-60 one-dose screen, growth in % after 48 h at 10 µM unless noted; 100 = growth as untreated, 0 = no growth, -100 = all killed.
NCI-H226: NCI-H226 lung cancer; 79,000 compounds, 3.5% hits; AID 1794732
CAKI-1: CAKI-1 renal cancer; 75,000 compounds, 4.7% hits; AID 1794772
A498: A498 renal cancer cells. 76,000 compounds, 5.4% hits. AID 1794774
RXF 393: RXF 393 renal cancer cells. 77,000 compounds, 6.9% hits. AID 1794773
ACHN: ACHN renal cancer. 81,000 compounds, 4.9% hits. AID 1794771
NCI/ADR-RES: NCI/ADR-RES ovarian cells | 81,000 compounds, 4.4% hits | AID 1794790
NCI-H23: NCI-H23 lung cancer. 80,000 compounds, 4% hits
NCI-H460: NCI-H460 lung cancer; 82,000 compounds, 6.8% hits; AID 1794736
NCI-H522: NCI-H522 lung cancer; 78,000 compounds, 8% hits; AID 1794739
* marks the source's active call; other numbers are inactive results; / = not tested or not shown; & = joins results of further samples. How the source made its calls: active means growth percent below 10; inactive means the rest.

1) COc1ccc(CN2CCc3c(Sc4ccccc4)nc(N)nc3C2=O)c(OC)c1
2) O=C(Nc1ccccc1Cl)c1c[nH]c(=O)c(-c2ccc(N3CCCOC4(CC4)C3)cc2)c1
3) O=C(O)C(c1ccc(Cl)cc1)c1ccc(Cl)cc1
4) CCOC(=O)c1cccnc1Nc1ccc(NC(=O)CC(C)C)cc1
5) C#CCOC(=O)C(N)CSSCC(N)C(=O)O (stereo not given)
6) CCOC(=O)c1nc2c(C#N)cccn2c1C(=O)c1ccc(Br)cc1
7) CCCCCCc1cn(CC(=O)Nc2nc3ccccc3s2)nn1
8) O=C(NNc1nc2cc(F)ccc2n2c(CN3CC4CNCC4C3)ccc12)c1ccncn1 (stereo not given)

Compound,1,2,3,4,5,6,7,8
NCI-H226,68,51,93,100,112,/,95,7.2*
CAKI-1,28,/,109,93,91,86,83,12
A498,66,48,96,90,116,96,133,59
RXF 393,44,81,101,111,114,107,112,64
ACHN,65,72,98,105,92,98,96,8.1*
NCI/ADR-RES,50,61,109,100,101,97,104,60
NCI-H23,49,47,102,98,103,90,102,31
NCI-H460,65,64,107,109,90,108,106,5.3*
NCI-H522,21,54,102,101,86,78,93,32

9) COc1ccc(C(=O)N/N=C/c2ccc(F)c(Br)c2)cc1
10) COc1ccc(C(C#N)CC(=O)c2ccc(OC)c(OCc3ccccc3)c2)cc1OC (stereo not given)
11) COc1ccc(-c2cc(-c3ccccc3)[nH]c(=O)c2C#N)cc1
12) COc1cc(-c2ccc3cc(OC)c(OC)c(OC)c3c2)cc(OC)c1OC
13) COC(=O)C1=C/C(=C/Nc2ccccc2)C2=C1C(=O)C1C(O)=CC(C)=CC1O2 (stereo not given)
14) C1OC1CO[C@H]1CO[C@H]2[C@@H]1OC[C@H]2OCC1CO1 (stereo not given in full)
15) C[C@H](Nc1nc(N)nc(N)n1)c1nc2cccc(NCc3ccc(C(=O)NO)cc3)c2c(=O)n1-c1ccccc1
16) COc1cc(C2CC(c3cc(OC)c(OC)c(OC)c3)=NN2)ccc1O (stereo not given)

Compound,9,10,11,12,13,14,15,16
NCI-H226,86,/,95,/,87,100,98,98
CAKI-1,85,54,82,43,73,93,90,113
A498,94,55,98,77,79,100,/,84
RXF 393,105,93,108,71,/,108,101,120
ACHN,103,82,92,80,91,106,101,108
NCI/ADR-RES,99,71,90,37,96,104,102,115
NCI-H23,99,77,96,65,94,104,93,106
NCI-H460,96,71,94,60,102,114,99,130
NCI-H522,92,75,75,34,87,102,80,94

17) CCOc1ccc2c(c1)/C(=C\C=C\C1CC(C)C3CC(OCC)CCC3N1CC)CC(C)N2CC (stereo not given)
18) Cc1nn(-c2nc(-c3ccccc3)c(C#N)c(=O)n2C)c(C)c1N=Nc1c(C)n(C)n(-c2ccccc2)c1=O
19) CCOC(=O)C1=CN(C)C=C(C(=O)OCC)C1c1cc(Br)c(OCC)c(OC)c1
20) O=C1Nc2ccccc2/C1=N/N=C/c1cccnc1
21) COc1ccccc1C(=O)O
22) O=C(c1ccccc1)C(CN1CCCCC1)c1ccccc1 (stereo not given)
23) c1ccc2c(c1)ccc1c2ccc2c3ccccc3ccc21
24) CN1CCC2CC1c1cc(-c3ccc(C(F)(F)F)cc3)ccc12 (stereo not given)

Compound,17,18,19,20,21,22,23,24
NCI-H226,18,98,/,106,104,92,83,79
CAKI-1,18,84,53,83,104,1.4*,81,94
A498,15,91,59,/,103,/,137,53
RXF 393,/,104,50,113,106,42,108,75
ACHN,12,91,55,96,103,-12*,90,92
NCI/ADR-RES,61,91,73,102,112,13,95,93
NCI-H23,14,93,66,91,96,91,90,87
NCI-H460,8.1*,101,34,105,115,69,100,99
NCI-H522,-19*,82,52,92,119,/,114,93

Laid out differently: results already given.
The line under a structure holds: NCI-H226	CAKI-1	A498	RXF 393	ACHN	NCI/ADR-RES	NCI-H23	NCI-H460	NCI-H522
9) COc1ccc(C(=O)N/N=C/c2ccc(F)c(Br)c2)cc1
 : 86	85	94	105	103	99	99	96	92
10) COc1ccc(C(C#N)CC(=O)c2ccc(OC)c(OCc3ccccc3)c2)cc1OC (stereo not given)
 : /	54	55	93	82	71	77	71	75
11) COc1ccc(-c2cc(-c3ccccc3)[nH]c(=O)c2C#N)cc1
 : 95	82	98	108	92	90	96	94	75
12) COc1cc(-c2ccc3cc(OC)c(OC)c(OC)c3c2)cc(OC)c1OC
 : /	43	77	71	80	37	65	60	34
13) COC(=O)C1=C/C(=C/Nc2ccccc2)C2=C1C(=O)C1C(O)=CC(C)=CC1O2 (stereo not given)
 : 87	73	79	/	91	96	94	102	87
14) C1OC1CO[C@H]1CO[C@H]2[C@@H]1OC[C@H]2OCC1CO1 (stereo not given in full)
 : 100	93	100	108	106	104	104	114	102
15) C[C@H](Nc1nc(N)nc(N)n1)c1nc2cccc(NCc3ccc(C(=O)NO)cc3)c2c(=O)n1-c1ccccc1
 : 98	90	/	101	101	102	93	99	80
16) COc1cc(C2CC(c3cc(OC)c(OC)c(OC)c3)=NN2)ccc1O (stereo not given)
 : 98	113	84	120	108	115	106	130	94
17) CCOc1ccc2c(c1)/C(=C\C=C\C1CC(C)C3CC(OCC)CCC3N1CC)CC(C)N2CC (stereo not given)
 : 18	18	15	/	12	61	14	8.1*	-19*
18) Cc1nn(-c2nc(-c3ccccc3)c(C#N)c(=O)n2C)c(C)c1N=Nc1c(C)n(C)n(-c2ccccc2)c1=O
 : 98	84	91	104	91	91	93	101	82
19) CCOC(=O)C1=CN(C)C=C(C(=O)OCC)C1c1cc(Br)c(OCC)c(OC)c1
 : /	53	59	50	55	73	66	34	52
20) O=C1Nc2ccccc2/C1=N/N=C/c1cccnc1
 : 106	83	/	113	96	102	91	105	92
21) COc1ccccc1C(=O)O
 : 104	104	103	106	103	112	96	115	119

(next part)
25) O=c1[nH]cnc2c1ccn2C1OC(CO)C(O)C1O (stereo not given)
26) CCCC(NC(=O)CNC(=O)c1cccc(N2C(=O)/C(=C/c3ccccc3)SC2=S)c1)C(=O)O (stereo not given)
27) CN(C)c1ccc(/C=C\C(=O)c2ccccc2)cc1
28) CCOC(=O)c1cc2c(n1Cc1ccc(OC)cc1)-c1nc(OC)c(S(=O)(=O)c3ccccc3)cc1CCC2
29) NC(=O)c1ccccc1N
30) O=c1oc(-c2ccc(Cl)cc2[N+](=O)[O-])nc2ccccc12
31) COc1ccc(-c2nnc(-c3cccnc3)o2)cc1
32) NS(=O)(=O)Oc1cccc(NC(=O)C23CC4CC(CC(C4)C2)C3)c1

Compound,25,26,27,28,29,30,31,32
NCI-H226,75,97,101&99&93,89,110,98,98,105
CAKI-1,37,90,94&87,84,83,93,101,98
A498,58,94,102&72&92,88,/,98,92,/
RXF 393,43,105,102&92,106,130,113,113,118
ACHN,28,102,101&99,87,109,96,119,101
NCI/ADR-RES,31,101,93&85&88,87,114,106,105,102
NCI-H23,81,97,97&91&98,92,118,103,100,103
NCI-H460,49,102,104&100&102,96,106,102,104,109
NCI-H522,61,95,53&60&64,73,109,96,94,90

2 entries picked at random from those above:
31) COc1ccc(-c2nnc(-c3cccnc3)o2)cc1
25) O=c1[nH]cnc2c1ccn2C1OC(CO)C(O)C1O (stereo not given)

Compound,31,25
NCI-H226,98,75
CAKI-1,101,37
A498,92,58
RXF 393,113,43
ACHN,119,28
NCI/ADR-RES,105,31
NCI-H23,100,81
NCI-H460,104,49
NCI-H522,94,61

Continuation.
33) O=C(NNC(=O)c1cccc(Cl)c1)c1ccccc1
34) C=C(C)[C@@H]1CC[C@]2(C(=O)O)CC[C@]3(C)[C@H](CC[C@@H]4[C@@]5(C)CC[C@H](OC(=O)C(Cl)Cl)C(C)(C)[C@@H]5CC[C@]43C)[C@@H]12
35) CCC(C)Nc1ccc(N)cc1 (stereo not given)
36) CS(=O)CC(=N\O)/C(CS(C)=O)=N\O (stereo not given)
37) c1ccc(-c2[nH]c3ccccc3c2-c2ccccc2)cc1
38) CCCc1ncccc1O
39) Clc1ccc(C(Cn2ccnc2)OCc2ccsc2Cl)c(Cl)c1 (stereo not given)
40) O=C1c2cccc3c(-c4ccc5ncn(C6CCCCC6)c5c4)ccc(c23)C(=O)N1CCN1CCOCC1

Compound,33,34,35,36,37,38,39,40
NCI-H226,96,76,43,110,91,101,63,83
CAKI-1,103,/,/,91,/,99,42,54
A498,73,82,92,111,93,97,50,63
RXF 393,109,80,/,114,149,127,28,81
ACHN,130,74,46,107,93,109,57,52
NCI/ADR-RES,111,71,71,108,96,105,23,67
NCI-H23,108,65,5.0*,106,82,106,38,78
NCI-H460,106,61,9.4*,111,83,102,58,41
NCI-H522,111,42,-25*,96,92,82,35,65

41) Cc1ccc(S(=O)(=O)Nc2nc(Nc3ccc(Cl)cc3)c(C#N)c(-c3ccc(Cl)cc3)n2)cc1
42) CCS(=O)(=O)OCCO[C@H]1Cc2cc3ccc(=O)oc3cc2OC1(C)C
43) COc1ccc(-c2ccn(CCC(=O)N3CC(C)OC(C)C3)n2)cc1OC1CCCC1 (stereo not given)
44) COc1ccc2c(C3(c4c[nH]c5cc(OC)ccc45)C(=O)Nc4ccc(F)cc43)c[nH]c2c1
45) Nc1ccc2c(c1)-c1ccc(F)cc1C2=O
46) Cc1cc2ncc(-c3cc4ccccc4c(N4CCN(C)CC4)n3)nc2cc1C
47) Cc1ccc(C(=O)C(Br)C(Br)c2ccccc2)cc1 (stereo not given)
48) CC(C)c1nc2ccccc2n1CC(=O)N/N=C/c1ccc(O)cc1

Compound,41,42,43,44,45,46,47,48
NCI-H226,112,98,/,61,106,92,93,90
CAKI-1,74,95,91,87,91,30,55,97
A498,92,102,/,74,/,/,76,79
RXF 393,134,/,94,/,115,-72*,79,89
ACHN,84,107,97,79,100,-42*,44,101
NCI/ADR-RES,89,107,99,98,106,40,105,110
NCI-H23,92,105,99,93,104,71,114,102
NCI-H460,73,105,97,46,124,-78*,101,104
NCI-H522,85,89,94,68,102,75,/,85

49) CCCCCCCCCCCCCC(=O)OCCOC(=O)CCCCCCCCCCCCC
50) C=CCn1c(SCC(=O)Nc2ccc(Cl)cc2)nnc1-c1cc(-c2ccc(S(C)(=O)=O)cc2)nc2ccccc12
51) CCc1cccc(C)c1NC(=O)c1sc2nc3c(cc2c1N)CCCCC3
52) CCOc1cccc2sc(N(Cc3cccnc3)C(=O)C3CCCCC3)nc12
53) Cc1ccc(S(=O)(=O)NCCCCCC(=O)O)cc1
54) COc1ccccc1-c1cn2cc(Cl)sc2n1
55) COc1ccc(CCNC(=O)/C(=C\c2ccc3c(c2)OCO3)NC(=O)c2ccccc2)cc1OC
56) CC(C)c1nn(-c2ccccc2)c(N2CCCCC2)c1/C=N/NC(N)=S

Compound,49,50,51,52,53,54,55,56
NCI-H226,101,69,51,/,102,102,100,88
CAKI-1,103,39,/,88,/,82,95,69
A498,96,43,8.2*,99,112,117,81,66
RXF 393,112,49,12,101,107,92,96,75
ACHN,112,54,/,97,102,101,104,87
NCI/ADR-RES,106,48,14,88,103,105,93,87
NCI-H23,97,82,45,96,98,98,90,91
NCI-H460,104,57,13,100,108,106,102,96
NCI-H522,105,81,-10.0*,103,94,87,95,86
